Assay outcomes: PubChem, National Center for Advancing Translational Sciences (NCATS)
uPA generation: qHTS for Inhibitors of Cell Surface uPA Generation | cell surface uPA generation assay, qHTS | Potency, µM (top dose mostly 38.3 µM), without a hit: top-dose activity change, negative = inhibition, actives largely listed as inhibitors | 330,000 tested, 0.31% active | AID 540303, 2011; active means well fitted inhibition curve with a large enough effect; inconclusive means small, poorly fitted or top-dose-only effect; inactive means no such curve, though single readings can be large or run the other way; tested in mouse RAW 264.7 cells; further: potency means the concentration at half of the fitted maximal effect; nearly all actives have a fitted effect of over 55% in size
KCNH2 3.1 inh: qHTS for Inhibitors of KCHN2 3.1: Mutant qHTS; Potassium voltage-gated channel subfamily H member 2, brain isoform KCNH2 3.1 (human); U2OS KCNH2 3.1, thallium flux FluxOr; active compounds read low; activity change, % (tested at about 1.8 µM); 340,000 tested, 0.95% active;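 active means maximum activity change below -70%; inconclusive means maximum activity change from -70% to -50%; inactive means maximum activity change above -50%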;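 further: thallium influx rate constant from kinetic fluorescence after stimulation buffer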
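Channel expression came from 3.1 mutant virus (1.77 x 10^8 /mL) applied to suspended U2OS cells for 4 h. Flux was tracked with FluxOr dye plus Red40 quencher, and kinetic rate constants normalized to controls.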
Coupling enz: qHTS Assay for Inhibitors of Fructose-1,6-bisphosphate Aldolase from Giardia Lamblia: Coupling assay counterscreen; coupling enzyme system counterscreen, AmpLite Red fluorescence; 290,000 tested, 0.67% active; activity change, negative = inhibition, % at 58.2 µM, hits read low; in the data active means activity change below about -30%
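Fluorescence at 525 nm excitation and 598 nm emission measured inhibition of the coupled detection system without aldolase. Compounds (at 57.5 uM final) were preincubated 10 min at room temperature with coupling enzyme reagent before a 20 min substrate/AmpLite Red step.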
B2AR arrestin: qHTS assay of beta-arrestin-biased ligands of beta2-adrenergic receptor | AID 492947, 2010 | Beta-2 adrenergic receptor (Homo sapiens), P07550 | Potency, µM (doses to about 46.1 µM), inactives show at the highest dose activation, usual class: activators | 330,000 tested, 0.02% active | beta-arrestin recruitment to beta2AR, cell-based reporter;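 further: potency means the concentration at half of the fitted maximal effect; 0% = DMSO controls and full agonism = EC100 isoproterenol or metaproterenol; nearly all actives have a fitted effect of over 65% in size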
Target sequence (P07550 whole entry, looked up): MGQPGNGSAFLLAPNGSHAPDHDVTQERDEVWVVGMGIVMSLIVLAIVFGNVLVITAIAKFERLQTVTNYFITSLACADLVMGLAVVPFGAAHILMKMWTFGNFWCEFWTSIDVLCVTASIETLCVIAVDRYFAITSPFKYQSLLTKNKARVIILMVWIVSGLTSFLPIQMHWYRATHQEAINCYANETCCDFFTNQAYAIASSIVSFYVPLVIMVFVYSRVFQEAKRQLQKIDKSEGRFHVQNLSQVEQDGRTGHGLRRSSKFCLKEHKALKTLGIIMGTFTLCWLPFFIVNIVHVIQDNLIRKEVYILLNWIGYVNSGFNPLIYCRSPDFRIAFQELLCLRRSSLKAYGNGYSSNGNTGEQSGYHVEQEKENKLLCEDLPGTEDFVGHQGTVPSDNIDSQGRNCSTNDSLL
PKM2 activator: qHTS Assay for Activators of Human Muscle isoform 2 Pyruvate Kinase | Potency, µM (highest dose often 57.5 µM), without a hit: top-dose activation, actives largely listed as activators | Pyruvate kinase PKM (Homo sapiens), P14618 | purified PKM2, Kinase-Glo ATP luminescence, activation; response scale: 0% is enzyme alone, no compound | 260,000 tested, 0.34% active; further: potency means the concentration at half of the fitted maximal effect; nearly all actives have a fitted effect of over 55% in size
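Purified hPK-M2 (>95%) run at intermediate activity with 0.1 mM ADP and 0.5 mM PEP in 50 mM imidazole pH 7.2, KCl, MgCl2; 1 h room temperature. ATP formed read by Kinase-Glo luminescence; normalized to uninhibited and no-enzyme controls.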
Giardia kill: Small Molecules that selectively kill Giardia lamblia: qHTS. 340,000 tested, 0.15% active. activity change, % at 7.66 µM, hits read low. Giardia lamblia trophozoite viability; in the data active means activity change below about -80%; inconclusive means between about -30% and that limit;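 further: parasites exposed to compound for two days anaerobically before the ATP read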
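Media and compound were dispensed first, then trophozoites at 100 cells/well; plates sat 48 hrs at 37 deg C without oxygen before ATP luminescence reagent was added and read after 15-30 min at room temperature.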
hERG WT inh: qHTS for Inhibitors of KCHN2 3.1: Wildtype qHTS; Voltage-gated inwardly rectifying potassium channel KCNH2 (Homo sapiens), Q12809; U2OS, BacMam KCNH2, thallium flux FluxOr; active compounds read low; activity change, % at 1.84 µM; 340,000 tested, 0.37% active; AID 720551, 2013;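 active means maximum activity change below -70%; inconclusive means maximum activity change between -70% and -50%; inactive means maximum activity change above -50%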
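U2OS cells were transduced with wild-type KCNH2 virus (2.03 x 10^8 / mL) for 4 h at room temperature, then cultured overnight at 37 C. Thallium flux was read with FluxOr dye. Rate constants were normalized to DMSO controls.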
GALK inhibitor: qHTS Assay for Inhibitors of Human Galactokinase (GALK). AID 1868, 2009. Potency, µM (highest dose often 57.5 µM), for inactives: top-dose activity change, negative = inhibition, hits mostly inhibitors. Purified GALK, Kinase-Glo residual ATP luminescence. P51570. 270,000 tested, 0.007% active; further: potency means the concentration at half of the fitted maximal effect
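Compounds were pin-transferred into ATP buffer (35 uM final), then GALK plus galactose (5 nM, 100 uM final) was added. After 1 h at room temperature, Kinase-Glo Plus was added and luminescence read after 10 min.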
BCR signal inh: qHTS Assay to Find Inhibitors of Chronic Active B-Cell Receptor Signaling | ABC-DLBCL IkBa-CBG/CBR reporter, luminescence ratio, 4 h | Potency, µM (series often up to 46.1 µM), for the others: top-dose ratio change, negative = lower green/red ratio, actives largely listed as inhibitors | 340,000 tested, 0.05% active | AID 493014, 2011; active means well fitted inhibition curve with a large enough effect in the signal ratio, with a control signal flat, not every such curve was filed as active; inconclusive means small, poorly fitted or top-dose-only effect, or effect the other way, or a change in a side signal; the % refers to the signal ratio;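 further: potency means the concentration at half of the fitted maximal effect; plate controls were basal doxycycline-induced cells for no effect and cells given 10 µM MG132 for full effect; MG132 reads +100%, hits lower the ratio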
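Concentration-response series (up to 46 uM) were applied to TMD8 dual-reporter cells for 4 h at 37C with doxycycline. Green/red ratio, after filter-overlap correction, defined %Activity; red signal alone was normalised to basal cells and zero luminescence.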
Eya2 inh: qHTS Assay for Inhibitors of the Phosphatase Activity of Eya2 | Protein phosphatase EYA2 (Homo sapiens), O00167 | 330,000 tested, 0.006% active | recombinant Eya2, OMFP fluorescence dephosphorylation (OMFP is methylfluorescein phosphate) | Potency, µM (series often up to 76.9 µM), without a hit: at the top dose activity, negative = inhibition, hits mostly inhibitors; further: potency means the concentration at half of the fitted maximal effect
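Eya2 protein (added as 0.2 uM solution) was preincubated with compound for 10 min at ambient temperature in 50 mM HEPES pH 7.5, 50 mM NaCl, 5 uM MgCl2, 0.05% BSA, 1 mM DTT. OMFP (added at 50 uM) then reacted 10 min; fluorescence read at 485/525 nm.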
USP2a block: qHTS Assay for Inhibitors of Ubiquitin-specific Protease USP2a Using CHOP2 as the Reporter. USP2 core, Ub-CHOP2 coupled fluorogenic reporter, 485/531. Potency, µM (top dose mostly 38.3 µM), without a hit: at the top dose activity change, negative = inhibition, usual class: inhibitors. 330,000 tested, 0.01% active. AID 463254, 2010;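 further: potency means the concentration at half of the fitted maximal effect; plate controls were DMSO wells for no effect and full inhibition by NEM control for full effect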
Target sequence (O75604 whole entry, looked up): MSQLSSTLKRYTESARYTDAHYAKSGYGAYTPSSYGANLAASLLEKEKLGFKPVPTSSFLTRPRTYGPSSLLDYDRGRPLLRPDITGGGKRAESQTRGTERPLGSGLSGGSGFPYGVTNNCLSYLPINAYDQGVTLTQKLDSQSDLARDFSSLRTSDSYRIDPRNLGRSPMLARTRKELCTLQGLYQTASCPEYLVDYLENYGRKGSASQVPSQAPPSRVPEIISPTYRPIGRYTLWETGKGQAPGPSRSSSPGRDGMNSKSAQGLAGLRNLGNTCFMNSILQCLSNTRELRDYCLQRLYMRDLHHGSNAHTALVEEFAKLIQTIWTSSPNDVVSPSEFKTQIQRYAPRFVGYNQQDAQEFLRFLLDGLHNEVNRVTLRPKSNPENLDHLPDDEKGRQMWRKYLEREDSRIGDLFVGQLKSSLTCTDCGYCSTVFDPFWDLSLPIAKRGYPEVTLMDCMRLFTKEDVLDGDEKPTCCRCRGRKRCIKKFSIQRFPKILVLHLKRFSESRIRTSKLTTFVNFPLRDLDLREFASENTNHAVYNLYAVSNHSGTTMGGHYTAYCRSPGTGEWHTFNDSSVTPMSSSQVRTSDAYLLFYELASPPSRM
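Deubiquitinase activity read as fluorescence (485/531 nm) after Ub-CHOP2 cleavage activates the enterokinase reporter on its substrate; USP2 core 10nM, Ub-CHOP2 and substrate 25nM each, 30min compound preincubation then 60min RT; data normalized to NEM, curves fitted.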
* = called active by the depositor; ? = inconclusive; · = no result given. Unless noted, the call rests on the fitted dose curve; in most records, active means well fitted curve in the direction sought with a large enough effect; inconclusive means small, poorly fitted or top-dose-only effect, or another doubt; inactive means no such curve, though single readings can be large; an effect the other way counts as inactive or inconclusive. Unless noted, on the % scale 0 is the no-effect control and ±100 the full control effect.

SMILES	uPA generation	KCNH2 3.1 inh	Coupling enz	B2AR arrestin	PKM2 activator	Giardia kill	hERG WT inh	GALK inhibitor	BCR signal inh	Eya2 inh	USP2a block
O=S(=O)(NCC(c1ccc2c(c1)OCO2)N1CCOCC1)c1ccc(Br)cc1 (configuration not stated)	-2%	16	·	-0.4%	·	-28	-8	·	-5%	-27%	-1%
Cc1ccc(-n2c(=O)[nH]c3cc(C(=O)NC4CCN(Cc5ccccc5)CC4)ccc3c2=O)cc1	0%	5	1	-0.1%	-7%	-8	10	-1%	3%	9%	-1%
COC(=O)c1ccc(CSc2cc(C)c3cc(C)cc(C)c3n2)o1	14%	4	-5	-0.2%	20%	-7	10	1%	-1%	-4%	4%
COc1cccc(CN2CCCC(C(=O)N3CCCCC3)C2)c1OC (configuration not stated)	0%	1	-3	0.1%	2%	16	-5	0%	-2%	-5%	0%
Cc1ccc(C)c(N2C(=O)c3ccc(C(=O)OCC(=O)c4c(N)n(C)c(=O)n(C)c4=O)cc3C2=O)c1	-1%	-8	-8	-0.4%	5%	-6	1	1%	6%	5%	1%
COc1cc(/C=C2\SC(c3ccc(C)cc3)=NC2=O)cc(OC)c1O	7%	8	-8	-0.9%	-2%	-9	8	11%	0%	-21%	3%
CCCOc1ccc(/C(O)=C2\C(=O)C(=O)N(CCCN(C)C)C23C(=O)N(C)c2ccccc23)cc1 (configuration not stated)	·	·	-3	-0.9%	7%	·	·	2%	-12%	10%	-1%
COc1ccc(NC(=O)c2cccc(N3C(=O)C4C5C=CC(C5)C4C3=O)c2)cc1Cl (configuration not stated)	0%	-24	·	0.0%	·	6	-2	4%	-5%	-1%	-7%
COc1cccc(OCc2nnc(SCC(=O)N3c4ccccc4Sc4ccc(Cl)cc43)o2)c1	0%	11	2	-1.6%	6%	8	-4	·	1%	0%	-1%
COc1ccc(NC(=S)N(CCC(C)C)C2CCN(C(C)C)CC2)cc1	-2%	18	7	-0.8%	·	-20	12	5%	?	0%	1%
CC(=O)CCc1ccc(OCCCCN2CCC(Cc3ccccc3)CC2)cc1	-8%	-94*	4	0.1%	2%	8	27	3%	?	0%	2%
COc1ccc(CCN2CC(C(=O)NCC(=O)Nc3ccc(F)c(F)c3)CC2=O)cc1OC (configuration not stated)	0%	10	·	-0.6%	·	-8	6	·	2%	-6%	-3%
COC(C(=O)Nc1ccnn1C1CCN(C(=O)c2ccc(C=O)cc2)CC1)c1ccccc1 (configuration not stated)	-5%	12	-2	-0.1%	·	11	14	3%	0%	1%	0%
Cc1nc(-c2ccc(Cl)cc2)sc1C1(C)CC(c2cccc([N+](=O)[O-])c2)=NO1 (configuration not stated)	5%	-12	-2	0.6%	4%	5	6	0%	?	-7%	3%
CCc1ccc(Nc2n[n+](-c3ccccc3)c(-c3cc(OC)c(OC)cc3Br)s2)cc1	-11%	0	0	-0.4%	2%	7	-3	·	?	-6%	4%
O=C(CCN1C(=O)C2CC=CCC2C1=O)N1CCN(c2ccccn2)CC1 (configuration not stated)	1%	-18	-2	-0.2%	-12%	0	-10	-1%	-10%	16%	2%
COc1ccc(CN2CCN(CCCc3ccccc3)C(CCO)C2)c(O)c1 (configuration not stated)	-1%	-39	1	0.0%	-2%	14	19	0%	0%	2%	-1%
CC1=C(C#N)C(c2ccccc2)C2=C(N1)c1ccccc1C2=O (configuration not stated)	-12%	2	1	0.3%	0%	-4	0	·	1%	-18%	-4%
S=C(Nc1ccc(Cl)cc1Cl)N1CCCC1	-5%	8	·	-1.5%	-3%	-10	3	1%	1%	-1%	0%
CCn1c(SCC(=O)c2ccc(C)cc2)nnc1-c1ccoc1C	-2%	-2	-7	-0.8%	-5%	6	-6	2%	?	5%	2%
N#Cc1cccc(N=Cc2c(O)ccc3ccccc23)c1	-8%	-17	-38*	-0.8%	22%	1	3	0%	-6%	-1%	0%
O=C1CC(c2ccccc2)CC(O)=C1C=Nc1ccccc1O (configuration not stated)	?	-9	1	-0.3%	-1%	1	-10	-2%	?	6%	0%
Cc1ccc(C(=O)OCC(=O)c2ccccc2)cc1	3%	15	0	-0.5%	1%	-12	-2	-2%	?	5%	-4%
CC1CCCCN1Cc1c(O)ccc2c(=O)c(-c3ccc(Cl)cc3)coc12 (configuration not stated)	3%	-21	0	-0.3%	·	21	27	2%	?	7%	-1%
O=C(CSc1nc2[nH]ncc2c(=O)[nH]1)NCCc1ccccc1	-1%	4	-1	-1.0%	0%	1	-10	1%	7%	-10%	0%

(continued)
SMILES	uPA generation	KCNH2 3.1 inh	Coupling enz	B2AR arrestin	PKM2 activator	Giardia kill	hERG WT inh	GALK inhibitor	BCR signal inh	Eya2 inh	USP2a block
O=C(Oc1c(CN2CCOCC2)cc(Cl)c2cccnc12)c1ccccc1Br	?	1	-9	?	2%	-19	-7	-1%	?	-13%	-1%
O=C(NCc1ccco1)/C(=C/c1cccc(C(F)(F)F)c1)c1nc2ccccc2[nH]1	-10%	-6	1	0.0%	3%	1	-3	0%	?	4%	3%
NC(=O)CN1C(=O)C2C3c4ccccc4C(c4ccccc43)C2C1=O (configuration not stated)	0%	2	·	-0.1%	3%	4	10	-3%	-1%	3%	0%
CC1=CC(C)(C)Nc2ccc(OC(=O)C(Cc3ccccc3)N3C(=O)c4ccccc4C3=O)cc21 (configuration not stated)	-5%	-6	-5	0.6%	-1%	3	6	-2%	?	-16%	2%
CCSc1n[nH]c(=S)s1	2%	11	-3	-0.3%	-37%	-17	-1	-3%	15%	-14%	-1%
O=C(N/N=C1\CCCc2ccccc21)c1ccccc1[N+](=O)[O-]	2%	9	-3	0.3%	-12%	-9	-16	-3%	?	4%	0%
CC1CCCC(NC(=O)COC(=O)/C=C/c2ccc3c(c2)OCO3)C1C (configuration not stated)	2%	3	2	-0.3%	-8%	-9	-18	2%	-18%	-18%	-5%
O=C(NCc1ccccc1Cl)C1CCC(=O)N(CC2CCCCC2)C1 (configuration not stated)	-3%	-2	·	-0.5%	-6%	14	-7	0%	5%	1%	-1%
Cc1ccc(C)c(NS(=O)(=O)c2ccc(-c3coc(C)n3)cc2)c1	?	-1	-1	-0.9%	8%	29	-21	8%	-3%	-5%	-4%
O=C(O)C1CCCCC1C(=O)Nc1ccc(S(=O)(=O)N2CCCCCC2)cc1 (configuration not stated)	7%	1	8	-0.5%	·	-10	-2	-1%	-2%	-7%	1%
CCn1cnc2sc(C(=O)Oc3ccc(Br)cc3)c(C)c2c1=O	-3%	-5	2	0.2%	1%	10	-2	0%	0%	3%	1%
Cc1cccc(C(=O)NC(=S)NNC(=O)Cc2ccccc2)c1	1%	3	0	-0.8%	-3%	13	4	-1%	-3%	10%	0%
Cc1ccc(C(=O)Nc2nnc(COc3ccccc3)s2)cc1	2%	-2	-2	-0.2%	-29%	-15	6	1%	0%	-14%	-1%
CCOC(=O)C1=C(C)Nc2ccccc2S1	-1%	-5	0	0.3%	20%	-6	-3	-3%	?	7%	0%
CC(C)C(C(=O)Nc1ccc(S(N)(=O)=O)cc1)N1C(=O)c2ccccc2C1=O (configuration not stated)	·	-1	4	-0.1%	1%	-6	-10	2%	-2%	6%	0%
O=C(N/N=C/c1ccc(O)c(O)c1)C1c2ccccc2Oc2ccccc21	-4%	-9	-3	-0.5%	?	-5	2	-1%	-1%	8%	-6%
CC(Oc1ccc(Br)cc1)C(=O)NC1CCCCCC1 (configuration not stated)	6%	-12	·	-0.5%	·	9	-5	·	?	12%	1%

Record cards, from the list above. Order of screens: uPA generation | KCNH2 3.1 inh | Coupling enz | B2AR arrestin | PKM2 activator | Giardia kill | hERG WT inh | GALK inhibitor | BCR signal inh | Eya2 inh | USP2a block
Record of `CC1=CC(C)(C)Nc2ccc(OC(=O)C(Cc3ccccc3)N3C(=O)c4ccccc4C3=O)cc21` (configuration not stated) → -5% | -6 | -5 | 0.6% | -1% | 3 | 6 | -2% | ? | -16% | 2%
Record of `CC1CCCC(NC(=O)COC(=O)/C=C/c2ccc3c(c2)OCO3)C1C` (configuration not stated) → 2% | 3 | 2 | -0.3% | -8% | -9 | -18 | 2% | -18% | -18% | -5%
Record of `O=C(Oc1c(CN2CCOCC2)cc(Cl)c2cccnc12)c1ccccc1Br` → ? | 1 | -9 | ? | 2% | -19 | -7 | -1% | ? | -13% | -1%
